From PubChem BioAssay
mHTT CaM bind = mutant huntingtin-calmodulin interaction inhibitors – biochemical, AlphaScreen, primary screen | P42858 | AlphaScreen His-mHTT/GST-CaM binding, luminescence | inhibition, % at 15 µM | 3.6% of 190,000 active;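 note: 0% = both proteins with DMSO and 100% = one protein alone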
Target sequence (P42858 whole entry, looked up, stated change not applied): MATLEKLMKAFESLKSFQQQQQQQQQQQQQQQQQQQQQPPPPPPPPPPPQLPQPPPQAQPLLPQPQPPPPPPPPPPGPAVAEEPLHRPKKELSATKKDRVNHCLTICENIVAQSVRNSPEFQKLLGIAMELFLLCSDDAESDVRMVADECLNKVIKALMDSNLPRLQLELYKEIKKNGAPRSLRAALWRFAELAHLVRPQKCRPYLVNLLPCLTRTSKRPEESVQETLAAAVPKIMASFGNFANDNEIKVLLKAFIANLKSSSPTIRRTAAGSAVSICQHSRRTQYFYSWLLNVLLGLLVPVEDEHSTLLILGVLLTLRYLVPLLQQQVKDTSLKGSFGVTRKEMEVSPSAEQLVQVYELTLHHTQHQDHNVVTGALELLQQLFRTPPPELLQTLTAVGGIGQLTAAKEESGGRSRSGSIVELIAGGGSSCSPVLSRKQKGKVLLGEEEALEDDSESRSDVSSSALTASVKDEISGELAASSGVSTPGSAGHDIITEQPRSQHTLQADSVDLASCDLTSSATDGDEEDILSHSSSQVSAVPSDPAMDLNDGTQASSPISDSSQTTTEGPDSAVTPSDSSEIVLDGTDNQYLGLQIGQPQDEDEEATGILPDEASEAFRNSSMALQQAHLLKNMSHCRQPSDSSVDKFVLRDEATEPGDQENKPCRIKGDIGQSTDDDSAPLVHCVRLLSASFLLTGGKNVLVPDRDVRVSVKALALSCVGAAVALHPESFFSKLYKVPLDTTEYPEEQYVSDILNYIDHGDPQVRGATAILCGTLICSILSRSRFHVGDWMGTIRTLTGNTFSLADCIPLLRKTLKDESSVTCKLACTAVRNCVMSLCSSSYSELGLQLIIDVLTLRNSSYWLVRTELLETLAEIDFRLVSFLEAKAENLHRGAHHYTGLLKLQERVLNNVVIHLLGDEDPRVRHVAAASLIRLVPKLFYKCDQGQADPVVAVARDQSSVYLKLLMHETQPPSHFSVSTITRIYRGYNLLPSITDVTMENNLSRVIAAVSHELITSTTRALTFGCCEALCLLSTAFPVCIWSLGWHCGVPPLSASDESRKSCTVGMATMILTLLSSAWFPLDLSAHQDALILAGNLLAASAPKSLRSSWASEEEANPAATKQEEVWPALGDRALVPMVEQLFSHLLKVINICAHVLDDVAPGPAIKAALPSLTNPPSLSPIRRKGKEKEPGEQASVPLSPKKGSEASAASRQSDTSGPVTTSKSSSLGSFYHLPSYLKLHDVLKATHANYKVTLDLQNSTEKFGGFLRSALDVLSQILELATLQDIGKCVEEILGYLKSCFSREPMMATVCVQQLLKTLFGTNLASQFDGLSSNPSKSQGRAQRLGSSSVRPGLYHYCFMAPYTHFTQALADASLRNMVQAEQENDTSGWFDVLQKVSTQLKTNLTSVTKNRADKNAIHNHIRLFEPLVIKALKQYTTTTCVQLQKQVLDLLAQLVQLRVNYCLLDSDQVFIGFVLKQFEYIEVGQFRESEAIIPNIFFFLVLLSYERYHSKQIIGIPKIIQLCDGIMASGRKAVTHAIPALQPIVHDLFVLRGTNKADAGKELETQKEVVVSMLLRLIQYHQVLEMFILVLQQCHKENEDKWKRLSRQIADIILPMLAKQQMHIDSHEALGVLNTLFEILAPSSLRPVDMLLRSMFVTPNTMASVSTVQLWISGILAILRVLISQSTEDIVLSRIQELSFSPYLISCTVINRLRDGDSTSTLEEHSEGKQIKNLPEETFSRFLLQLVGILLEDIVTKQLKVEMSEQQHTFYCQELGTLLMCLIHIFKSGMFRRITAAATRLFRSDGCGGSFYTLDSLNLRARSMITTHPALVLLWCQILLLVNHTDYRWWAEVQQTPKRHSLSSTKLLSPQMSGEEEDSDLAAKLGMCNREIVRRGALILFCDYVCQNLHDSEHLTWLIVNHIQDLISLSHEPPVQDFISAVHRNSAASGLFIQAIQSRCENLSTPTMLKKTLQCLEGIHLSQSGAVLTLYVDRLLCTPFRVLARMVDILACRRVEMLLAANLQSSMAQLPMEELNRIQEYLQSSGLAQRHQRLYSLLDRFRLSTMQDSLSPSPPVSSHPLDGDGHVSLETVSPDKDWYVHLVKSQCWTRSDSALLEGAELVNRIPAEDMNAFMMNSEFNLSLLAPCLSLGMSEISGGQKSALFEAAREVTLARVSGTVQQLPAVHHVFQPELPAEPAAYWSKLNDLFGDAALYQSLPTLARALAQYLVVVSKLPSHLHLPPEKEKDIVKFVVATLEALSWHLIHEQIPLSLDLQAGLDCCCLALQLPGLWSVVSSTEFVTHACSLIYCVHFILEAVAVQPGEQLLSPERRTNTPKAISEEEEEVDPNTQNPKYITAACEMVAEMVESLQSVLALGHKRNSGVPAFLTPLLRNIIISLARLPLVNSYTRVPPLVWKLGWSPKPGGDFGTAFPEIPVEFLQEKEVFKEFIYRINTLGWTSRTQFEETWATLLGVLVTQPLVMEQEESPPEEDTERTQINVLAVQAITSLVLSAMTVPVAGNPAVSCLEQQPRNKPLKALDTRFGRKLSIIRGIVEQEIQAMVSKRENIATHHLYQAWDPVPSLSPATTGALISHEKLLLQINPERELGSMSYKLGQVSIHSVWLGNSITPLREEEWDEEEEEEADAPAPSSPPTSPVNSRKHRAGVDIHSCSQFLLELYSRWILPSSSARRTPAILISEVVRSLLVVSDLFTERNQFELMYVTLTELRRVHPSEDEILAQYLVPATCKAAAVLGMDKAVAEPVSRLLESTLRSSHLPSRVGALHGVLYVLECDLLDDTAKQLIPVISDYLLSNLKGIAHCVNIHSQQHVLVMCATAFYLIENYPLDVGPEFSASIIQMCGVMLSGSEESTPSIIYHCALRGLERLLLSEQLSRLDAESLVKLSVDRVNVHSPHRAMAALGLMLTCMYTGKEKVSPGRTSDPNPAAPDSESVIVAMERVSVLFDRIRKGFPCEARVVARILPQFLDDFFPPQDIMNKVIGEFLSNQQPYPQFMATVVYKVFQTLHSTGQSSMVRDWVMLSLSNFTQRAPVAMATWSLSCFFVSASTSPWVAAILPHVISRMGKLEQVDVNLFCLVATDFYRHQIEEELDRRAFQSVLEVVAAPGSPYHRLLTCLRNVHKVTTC
Pf apPOL block = Pf-apPOL inhibitors, biochemical, fluorescence. Plasmodium falciparum apicoplast DNA polymerase (apPOL). Recombinant Pf-apPOL, molecular beacon fluorescence, 1.5 h. inhibition, % at 10 µM. 0.25% of 210,000 active. AID 1794808, 2022
The depositor's hits bear a star; x = not tested or not shown; & = joins results of further samples. Cut-off read from the data, not from the text of the source: active = inhibition above about 50%; inactive = the rest.

SMILES	mHTT CaM bind	Pf apPOL block
O=C(NCc1cc(F)cc(F)c1)c1ccc(N2CCNC(c3ccccc3)C2)nc1 (stereo not drawn)	12.9	-11.1
COc1ccc2c(N3CCC(C(=O)Nc4ccccc4)CC3)c(C#N)cnc2c1	-7.6	1.1
O=C(CN1CCC(c2nc(-c3cccc(F)c3)no2)CC1)Nc1ccc2c(c1)CCC2	-8.2	-1.3
COc1ccc(NC(=O)COc2ccc(C)cc2C)c([N+](=O)[O-])c1	2.3	-3.4
COc1ccc(-n2ccnc(NC(=O)c3cccc(F)c3)c2=O)cc1	-2.7	-0.6
ONC(=Nc1ccc2c(c1)OCO2)C(=Nc1ccc2c(c1)OCO2)NO	2.0&-2.1	-8.1&-3.4
CCOC(=O)C1=C(C)N=c2sc(=CN(C)C)c(=O)n2C1c1ccccc1 (stereo not drawn)	-6.2	-2.5
CC(=O)Nc1ccc(N2C(=O)C3C4CC(C(Br)C4Br)C3C2=O)cc1 (stereo not drawn)	-3.0	-5.9
CCOC(=O)CNC(=O)N1CCCC1c1cc(C(C)C)no1 (stereo not drawn)	-9.1	1.5
S=c1[nH]nc(Cc2n[nH]c(=S)n2-c2ccccc2)n1-c1ccccc1	x	6.3
Cc1ccc(-c2nc(C3CCN(S(=O)(=O)c4ccc(C)c(F)c4)CC3)no2)cc1	-5.7	-3.4
O=C(CN1C(=O)C2CCCN2C(=O)c2ccc(F)cc21)Nc1ccc(F)cc1 (stereo not drawn)	3.0	-5.3
CCCCC1=NN(C(=O)c2ccccc2Cl)C(O)(C(F)(F)F)C1 (stereo not drawn)	-10.0	2.6
CCSc1nnc(NC(=O)c2ccc(C)c([N+](=O)[O-])c2)s1	3.3	-0.7
COc1ccc(Br)cc1C(=O)Nc1cc(-c2nc3ncccc3o2)ccc1C	-5.0	-5.1
O=C(c1ccccc1F)N1CCC(c2cnn(-c3cccc(F)c3)c2)CC1	13.5	-4.3
O=C(NCC1CCN(c2ncccn2)CC1)c1c(F)cccc1F	1.4	-0.8
O=C(CN1CCCCC1c1nc(-c2cccs2)no1)NCc1cccs1 (stereo not drawn)	-3.2	9.8
CC1CCCC(C)N1CC(O)COC1CCCC1 (stereo not drawn)	0.8	-3.3
COc1ccc(C(=O)N2CCc3c(nc4cc(-c5ccccc5Cl)[nH]n4c3=O)C2)c(C)c1	17.3	-2.7
COc1ccc(CN2CCCC2c2cc(C(C)C)no2)cc1CN1CCOCC1 (stereo not drawn)	11.3	1.5
COc1ccc(OC)c(/C=C2/SC(N3CCOCC3)=NC2=O)c1	3.0	-1.5
CC(=O)Nc1ccc(-c2csc(N)n2)cc1	7.7	1.4
CCC(=O)N1CCc2cc(N3CC(C(=O)Nc4cc(F)ccc4F)CC3=O)ccc21 (stereo not drawn)	-3.3	-2.3
CCCCCCCCNS(=O)(=O)CC1NCc2cc(F)ccc21 (stereo not drawn)	-9.8	-29.6
COc1ccc([N+](=O)[O-])cc1NC(=O)C1c2ccccc2C(=O)N2CCc3ccccc3C12 (stereo not drawn)	1.0	-2.2
Cc1ccc(C2CC(C(F)(F)F)n3ncc(C(=O)NCCN4CCOCC4)c3N2)cc1 (stereo not drawn)	19.0	1.3
CCn1cc(Cl)c(C(=O)NCc2cccnc2OC)n1	-9.6	1.5
C=CCc1ccccc1OCCNCCO	-1.6	21.3
O=[N+]([O-])c1cccc(-c2noc(-c3cccc(I)c3)n2)c1	3.4	-1.8
O=C(OCc1ccc(C#Cc2ccccc2)s1)c1ccccc1Cl	x	-3.8
COc1ccc(CNC(=O)C2(C)Cc3ccccc3C(=O)N2c2cccc(C)c2)cc1 (stereo not drawn)	-1.8	-4.8
CC(=O)C1=C(C)NC(SCC(=O)O)=C(C#N)C1c1ccccc1 (stereo not drawn)	-7.2	4.5
Oc1oc(-c2ccc(Br)cc2)nc1C=Nc1nc2ccccc2s1	5.0	-5.5
COc1ccc(OC)c(C2=C/C(=C\c3ccccc3Cl)C(=O)O2)c1	-33.0	-3.6
O=C1S/C(=C\c2ccc3c(c2)OCO3)C(=O)N1Cc1ccc(F)cc1	-4.0	-0.2
CCCc1[nH]nc2c1C(c1cc(OC)c(O)c(OC)c1)C(C#N)=C(N)O2 (stereo not drawn)	8.0	9.9
COc1cc(NC(C)=O)c2ncccc2c1	-3.9	-1.9
CCOC(=O)c1nc(CS(=O)(=O)c2ccc(Cl)cc2)no1	x	-0.5
Cc1cccc(C(C)(C)C)c1OCCOCCN1CCOCC1	1.3	-3.6
Cc1ccc(NC(NC(=O)c2ccco2)C(=O)c2ccccc2)cc1C (stereo not drawn)	22.0	-1.6
O=C(Nc1ccc2c(c1)Cc1ccccc1-2)c1cc([N+](=O)[O-])ccc1Br	2.0	0.4
S=c1[nH]nc(-c2ccncc2)n1N=Cc1cn(-c2ccccc2)nc1-c1cccs1	x	-15.3
Cn1nc(C(=O)N2CCn3cnnc3C2)c2ccccc21	4.4	0.6
Cc1cc(C)c(-n2nnnc2SCC(=O)Nc2nn(-c3ccccc3)nc2C(N)=O)c(C)c1	13.0	0.9
O=C(Nc1ccc(-c2nc3ncccc3o2)cc1)c1ccccc1[N+](=O)[O-]	35.5	12.6
COc1ccc2oc(=O)c(-c3csc(CC#N)n3)cc2c1	1.0	-2.5
CCOc1ccc(NC(=O)c2ccc(F)c(S(=O)(=O)N3CCCCC3C)c2)cc1 (stereo not drawn)	1.0	-6.3
CN1C(=O)CC(C(=O)Nc2ccc(C(=O)O)cc2)SC1=Nc1ccc2c(c1)OCO2 (stereo not drawn)	7.0	-6.8
CC1=C(C(=O)Nc2ccc(C)cc2C)C(c2ccc(Br)cc2)n2nnnc2N1 (stereo not drawn)	20.0	2.0
CCn1ncc(CN2CCCCC2c2nncn2-c2ccccc2)c1C (stereo not drawn)	-1.8	3.1
CCOC(=O)c1cc(C#N)c(Sc2ccccc2NC(=O)c2ccccc2)nc1C(F)(F)F	x	-14.9
O=C(NC1CCCC1)N1CCCC1c1nc(-c2ccc(F)cc2F)no1 (stereo not drawn)	2.0	-1.1
O=C(NNC(=O)c1cc(OCC(F)(F)F)ccc1OCC(F)(F)F)c1ccco1	x	15.7
Cc1ccc(CNC(=O)C23CC4CC(CC(C4)C2)C3)cc1	-0.6	-8.2
O=C(c1ccc(Br)cc1)N1CCN(c2cccc(Cl)c2)CC1	7.0	-2.5
CC(C)C(=O)NCc1csc(C2CCN(C(=O)Cc3ccc(F)cc3)CC2)n1	-3.3	4.4
COc1ccc(C(=O)Nc2cc(Cl)ccc2Cl)cc1N	-2.7	-14.0
CC1=C(C(=O)Nc2ccc(F)cc2F)C2(CCC(C)CC2)OC1=O (stereo not drawn)	-8.6	-1.2
CN(CC(=O)Nc1ccc2c(c1)OCO2)S(=O)(=O)c1cccs1	17.0	-4.3

Ordered by length of the SMILES (rising): some entries from above.
SMILES	mHTT CaM bind	Pf apPOL block
COc1cc(NC(C)=O)c2ncccc2c1	-3.9	-1.9
Cc1cccc(C(C)(C)C)c1OCCOCCN1CCOCC1	1.3	-3.6
Cn1nc(C(=O)N2CCn3cnnc3C2)c2ccccc21	4.4	0.6
COc1ccc2oc(=O)c(-c3csc(CC#N)n3)cc2c1	1.0	-2.5
CCn1ncc(CN2CCCCC2c2nncn2-c2ccccc2)c1C (stereo not drawn)	-1.8	3.1
Cc1ccc(CNC(=O)C23CC4CC(CC(C4)C2)C3)cc1	-0.6	-8.2
Oc1oc(-c2ccc(Br)cc2)nc1C=Nc1nc2ccccc2s1	5.0	-5.5
Cc1ccc(NC(NC(=O)c2ccco2)C(=O)c2ccccc2)cc1C (stereo not drawn)	22.0	-1.6
CC1=C(C(=O)Nc2ccc(F)cc2F)C2(CCC(C)CC2)OC1=O (stereo not drawn)	-8.6	-1.2
COc1ccc(OC)c(C2=C/C(=C\c3ccccc3Cl)C(=O)O2)c1	-33.0	-3.6
O=C1S/C(=C\c2ccc3c(c2)OCO3)C(=O)N1Cc1ccc(F)cc1	-4.0	-0.2
CC(C)C(=O)NCc1csc(C2CCN(C(=O)Cc3ccc(F)cc3)CC2)n1	-3.3	4.4
CC1=C(C(=O)Nc2ccc(C)cc2C)C(c2ccc(Br)cc2)n2nnnc2N1 (stereo not drawn)	20.0	2.0
O=C(Nc1ccc(-c2nc3ncccc3o2)cc1)c1ccccc1[N+](=O)[O-]	35.5	12.6
O=C(Nc1ccc2c(c1)Cc1ccccc1-2)c1cc([N+](=O)[O-])ccc1Br	2.0	0.4
CN1C(=O)CC(C(=O)Nc2ccc(C(=O)O)cc2)SC1=Nc1ccc2c(c1)OCO2 (stereo not drawn)	7.0	-6.8
Cc1cc(C)c(-n2nnnc2SCC(=O)Nc2nn(-c3ccccc3)nc2C(N)=O)c(C)c1	13.0	0.9

Continuation:
SMILES	mHTT CaM bind	Pf apPOL block
O=C(COc1ccccc1F)NCc1cc(-c2ccc(F)cc2F)on1	2.3	-7.3
COc1ccc([N+](=O)[O-])cc1NC(=O)CC(C)C	-0.3	-0.6
O=C(C1CCCN(S(=O)(=O)c2ccccc2[N+](=O)[O-])C1)N1CCCC1 (stereo not drawn)	-9.4	0.0
CCN1CCC2(CC1)N=C(c1ccc(C)cc1)CC(c1cc(Br)ccc1O)N2 (stereo not drawn)	64.8*	-2.3
O=S(=O)(c1ccc(O)cc1)c1ccc(-c2ccccc2)cc1	-3.2	-21.1
COC(=O)C(C#N)=Cc1cccn1-c1ccc(C(F)(F)F)cc1	x	-8.1
O=C(CSc1nccn1-c1ccccc1)Nc1ccc(Cl)c(Cl)c1	19.0	-4.5
Cc1ccccc1NC(=O)C1CCCN(c2nnc3ccccn23)C1 (stereo not drawn)	-3.0	-2.5
CC(C)c1cc(C2CCCN2C(=O)c2ccco2)no1 (stereo not drawn)	-6.3	0.0
CCC(=O)N1CCc2cc(Br)cc(S(=O)(=O)NCC3CCCO3)c21 (stereo not drawn)	-4.0	-9.0
CCCCc1ccc(-c2nc(C=Nc3ccc(C)cc3)c(O)o2)cc1	-5.0	-4.5
CCOc1ccc(C(=O)Nc2cccn3nc(C(C)C)nc23)cc1	-7.5	-1.2
Cc1ccc2c(c1C)NC(c1ccc([N+](=O)[O-])cc1)C1CC=CC21 (stereo not drawn)	62.0*	0.2
CC(C)n1cc2cc(C(=O)NCCCN3CCCC3)sc2c1	23.3	-0.8
O=C(NC(=O)c1ccccc1C(F)(F)F)Nc1ccc(F)cc1	x	0.5
O=C1CSC(c2ccc([N+](=O)[O-])cc2)N1CCN1CCCCC1 (stereo not drawn)	-4.0	-2.6
O=C(CSc1nnc(COc2ccccc2)o1)Nc1cc(C(F)(F)F)ccc1Cl	-3.0	-4.0
CCC(=O)NCc1csc(C2CCN(C(=O)c3ccc(C)c(F)c3)CC2)n1	3.0	2.2
CC(=O)N1CCc2cc(N3CC(C(=O)Nc4ccc(F)c(F)c4)CC3=O)ccc21 (stereo not drawn)	-4.2	-3.6
CC(=NNc1nc(C(C)(C)C)cs1)c1ccc(Cl)c(Cl)c1	x	-9.9&-6.4
COCCCNC(=O)c1cc2cc([N+](=O)[O-])ccc2oc1=O	-1.5	-4.0
CN(C)c1ccc(CN2CCc3nc(Nc4ccc5c(c4)OCCO5)ncc3C2)cc1	38.7	-0.8
c1csc(C2=NN3C(C2)c2ccccc2OC3c2ccc3c(c2)OCO3)c1 (stereo not drawn)	14.0	0.9
Cc1ccc(C)c(N=c2oc3ccc([N+](=O)[O-])cc3cc2C(=O)Nc2nccs2)c1	7.0	-3.9
COc1ccccc1C1=N/C(=C\c2ccc(N(C)C)cc2)C(=O)O1	10.0	-4.5
Cc1ccc(NC(=O)c2c(O)c3cc(F)cc4c3n(c2=O)C(C)CC4)nc1 (stereo not drawn)	-2.0	-75.8
O=C(NCc1ccc(F)cc1)c1ccn2c(-c3ccc(F)cc3)nnc2c1	-3.1	-2.9
Cc1cccc(N=Cc2[nH]c3ccc(Br)c(Cl)c3c2O)c1C	13.0	1.7
Cc1noc(C)c1S(=O)(=O)Nc1ccc(O)c2c(=O)cc(-c3ccccc3Cl)oc12	19.5	-3.0
O=CNC(=O)c1sc2nccc3c2c1N=CN3c1ccccc1	1.7	-7.0
O=C(NC(C(=O)c1ccccc1)n1cnccc1=O)c1ccccc1 (stereo not drawn)	-2.0	1.1
O=C(NCc1ccccn1)c1cccc(-c2nc(-c3ccc(F)cc3)no2)c1	4.4	-13.9
O=C1OC(c2ccccc2)=N/C1=C\N1CCCCC1	16.0	-4.0
O=C(Nc1c(C(=O)N2CCOCC2)cnn1-c1ccccc1Cl)c1ccccc1Cl	-3.0	-7.8
Cc1ccc2c(c1)C=C/C(=C\c1cccc[n+]1C)N2C	15.0	-3.8
